# Source: PubChem BioAssay
# HADH2 inhib = qHTS Assay for Inhibitors of HADH2 (Hydroxyacyl-Coenzyme A Dehydrogenase, Type II) | recombinant HADH2, NADH fluorescence, beta-hydroxybutyryl-CoA | 73,000 compounds, 3.4% hits | Potency, µM (titrated, usually from 57.1 µM), for the others: at the top dose activity change, negative = inhibition, hits mostly inhibitors | 3-hydroxyacyl-CoA dehydrogenase type-2 (Homo sapiens), Q99714; also: potency is read from the fitted curve at half-maximal effect; % is scaled to controls: 0 for no effect and ±100 for the full control effect; nearly all actives have a fitted effect of over 60% in size; many of its hits are not listed in these tables
# Target sequence (Q99714 whole entry, looked up, one chain of several): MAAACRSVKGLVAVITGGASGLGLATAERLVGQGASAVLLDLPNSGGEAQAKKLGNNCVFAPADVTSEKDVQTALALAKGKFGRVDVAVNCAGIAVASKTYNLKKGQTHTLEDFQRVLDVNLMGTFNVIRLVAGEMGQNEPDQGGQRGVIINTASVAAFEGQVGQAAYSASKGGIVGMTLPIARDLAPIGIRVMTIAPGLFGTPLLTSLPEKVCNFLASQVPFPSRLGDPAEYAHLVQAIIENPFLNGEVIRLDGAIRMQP
#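 Buffer 100 mM Tris-HCl pH 9.0/0.01% Tween-20; HADH2 20 nM; NAD+ 1 mM; beta-hydroxybutyryl-CoA 90 uM (all final). 15 min cpd preincubation, RT.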
# HBB splicing = qHTS Assay for Modulators of Hemoglobin Beta Chain Splicing | AID 925, 2007 | HBB splicing reporter cell assay, activation; EGFP reporter with mutant IVS2-654 intron; response scale: normalised to 500 nM splice-correcting PNA | 65,000 compounds, 0.06% hits | Potency, µM (series often up to 46.1 µM), without a hit: top-dose activation, hits mostly activators; also: potency is read from the fitted curve at half-maximal effect; 0% is about no effect
#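 HeLa cells stably expressing EGFP interrupted by mutant beta-globin intron 2 (IVS2-654), 500/well in 2% FCS. Treated with compound for 2 days at 37C. Splicing correction scored as total well GFP intensity (488 nm excitation, 500-520 nm emission); 500 nM antisense PNA served as control.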
# GFP derepression = qHTS Assay for Epigenetic Modulators; mouse C127i GFP locus derepression, cytometry, 30 h; AID 597, 2007; 68,000 compounds, 0.09% hits; Potency, µM (series often up to 46.1 µM), for the others: at the top dose GFP derepression (activation); also: % of control where 0% means no effect
#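 Murine C127i mammary cells carrying a silenced, stably integrated CMV-driven GFP reporter were treated with compound for 30 hours at 37 C. After PBS washes, GFP-positive cells were counted by laser-scanning microplate cytometry.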
# FLuc inh = qHTS Assay for Inhibitors of Firefly Luciferase; purified firefly luciferase, luminescence, 8 min; Potency, µM (titrated, usually from 57.1 µM), inactives show at the top dose activity change, negative = inhibition, hits mostly inhibitors; 72,000 compounds, 2.2% hits; AID 411, 2009; also: potency is read from the fitted curve at half-maximal effect; % is scaled to controls: 0 for no effect and ±100 for the full control effect; nearly all actives have a fitted effect of over 40% in size
#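 Firefly luciferase (PKLight detection mix) with 10 uM ATP in pH 7.2 imidazole buffer (KCl, MgCl2, Tween 20, BSA). Compounds tested across a concentration series (qHTS). Luminescence read after 8 min at ambient temperature.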
# 15-hLO inh = qHTS Assay for Inhibitors of 15-hLO (15-human lipoxygenase). purified 15hLO-1, xylenol orange hydroperoxide absorbance. Potency, µM (series often up to 57.1 µM), inactives show at the highest dose activity change, negative = inhibition, actives largely listed as inhibitors. 74,000 compounds, 1.4% hits. AID 887, 2007; also: potency is read from the fitted curve at half-maximal effect; % is scaled to controls: 0 for no effect and ±100 for the full control effect; nearly all actives have a fitted effect of over 55% in size
# Target sequence (P16050 whole entry, looked up): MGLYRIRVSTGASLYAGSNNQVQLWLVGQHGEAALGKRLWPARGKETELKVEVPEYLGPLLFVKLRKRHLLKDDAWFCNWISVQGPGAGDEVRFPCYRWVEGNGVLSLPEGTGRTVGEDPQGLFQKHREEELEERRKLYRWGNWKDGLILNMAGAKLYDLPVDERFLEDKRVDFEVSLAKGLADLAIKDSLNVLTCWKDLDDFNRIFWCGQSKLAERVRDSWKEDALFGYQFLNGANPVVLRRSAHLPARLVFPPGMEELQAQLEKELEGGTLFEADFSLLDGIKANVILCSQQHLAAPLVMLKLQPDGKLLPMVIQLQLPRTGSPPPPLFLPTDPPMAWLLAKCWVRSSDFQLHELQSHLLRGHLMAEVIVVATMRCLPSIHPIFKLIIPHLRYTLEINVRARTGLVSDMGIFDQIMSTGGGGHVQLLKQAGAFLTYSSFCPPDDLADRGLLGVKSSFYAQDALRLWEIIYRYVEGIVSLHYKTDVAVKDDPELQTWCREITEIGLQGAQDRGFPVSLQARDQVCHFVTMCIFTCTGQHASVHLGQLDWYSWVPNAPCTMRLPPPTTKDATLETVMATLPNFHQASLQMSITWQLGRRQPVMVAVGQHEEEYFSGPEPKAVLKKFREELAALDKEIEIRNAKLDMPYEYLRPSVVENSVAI
#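 Purified human 15hLO-1 (40 nM final) in 25 mM Hepes pH 7.5, 0.01% Triton X-100 was preincubated with compound 15 min at room temperature, then reacted 6 min with 50 uM arachidonic acid; hydroperoxide detected by Fe-XO, 573/405 nm absorbance ratio.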
# ERK AVP block = qHTS Assay for Inhibitors of the ERK Signaling Pathway using a Homogeneous Screening Assay. HEK293-V1b, vasopressin-stimulated pERK AlphaScreen. Potency, µM (top dose mostly 57.5 µM), inactives show at the top dose activity, negative = inhibition, actives largely listed as inhibitors. 72,000 compounds, 0.99% hits. AID 995, 2007; also: potency is read from the fitted curve at half-maximal effect; % is scaled to controls: 0 for no effect and ±100 for the full control effect; nearly all actives have a fitted effect of over 55% in size
#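 V1b-HEK293 cells; cpd 30 min 37C; 25 nM vasopressin 5 min; lyse 10 min; AlphaScreen beads 5 hr RT. Normalized to DMSO basal and 25 nM vasopressin; AC50 by Hill fit.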
# CRE Fsk mod = Cell signaling CRE-BLA (Fsk stim) | 71,000 compounds, 2.5% hits | CHO CRE-bla reporter (cAMP response element driving beta-lactamase), forskolin EC10, beta-lactamase ratio | Potency, µM (doses to about 38.2 µM), for the others: at the highest dose activity change, negative = inhibition, usual class: activators; active = well fitted activation curve with a large enough effect in the signal ratio, with a control signal flat, not every such curve was filed as active; inconclusive = small, poorly fitted or top-dose-only effect, or effect the other way, or a change in a side signal; the % refers to the signal ratio; also: potency is read from the fitted curve at half-maximal effect; % of control where 0% means no effect
#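 Titrated compounds plus EC10 NKH 477 on CHO CRE-bla cells, 3 h, 37 °C. CCF4, 2 h RT. Ratio 460/530 nm → AC50.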
# Ub-GFP proteasome = Ubiquitin-GFP Assay; Potency, µM (top dose mostly 45.9 µM), for the others: at the top dose activation (GFP accumulation), most hits filed as activators; 67,000 tested, under 10 active; AID 526, 2006; Ubiquitin-GFP reporter cells, proteasome inhibition, GFP fluorescence; response scale: untreated = 0%, 10 µM MG-132 = 100%; active = well fitted activation curve with a large enough effect, not every such curve was filed as active; inconclusive = small, poorly fitted or top-dose-only effect, or another doubt; inactive = no such curve, though single readings can be large or run the other way; also: potency is read from the fitted curve at half-maximal effect
#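 U2OS cells stably expressing ubiquitin(G76V)-GFP, seeded overnight in 0.5% FBS medium, were exposed to compounds (qHTS, 46 uM to 2.9 nM) for 4 hr at 37 °C. GFP-positive cells were counted by laser cytometry (488 ex/515 em), normalized between basal and 10 uM MG-132.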
# Tau fil binding = qHTS Assay for Tau Filament Binding; Microtubule-associated protein tau (Homo sapiens), P10636; recombinant tau filaments, thioflavin S fluorescence, 15 h; filaments grown with octadecylsulfate alongside compound; Potency, µM (doses to about 57.1 µM), without a hit: at the highest dose activity change, negative = inhibition; 71,000 compounds, 2% hits; AID 596, 2007;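 also: potency is read from the fitted curve at half-maximal effect; % is scaled to controls: 0 for no effect and ±100 for the full control effect; actives lower thioflavin S fluorescence by blocking filaments or displacing dye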
#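 Quantitative HTS: thioflavine S signal from ODS-induced tau filaments, excited at 450 nm, emission 510 nm. Conditions: 1 uM tau, 30 uM ODS, 15 h at 37 C, pH 7.4.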
# DNA Pol III inh = qHTS Assay for Inhibitors of DNA Polymerase III Holoenzyme System. Potency, µM (series often up to 57.1 µM), without a hit: top-dose activity change, negative = inhibition. 71,000 compounds, 0.25% hits. reconstituted DNA polymerase III holoenzyme replication, biochemical; also: potency is read from the fitted curve at half-maximal effect; % is scaled to controls: 0 for no effect and ±100 for the full control effect
#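 Reconstituted *E. coli* holoenzyme (0.35 nM Pol III, 1 nM beta, 154 nM SSB, 2 nM primase) was preincubated with compound for 15 min at RT. Synthesis on 1.4 nM ssM13Gori ran 35 min, then was stopped with PicoGreen/EDTA and read as dsDNA fluorescence.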
# Hsp90 Hop PPI = qHTS Assay for Disrupters of an Hsp90 Co-Chaperone Interaction. Hsp90 C-terminal peptide / TPR2A (Hop) interaction, human. AlphaScreen TPR2A-His6 binding biotin-Hsp90 C-terminal peptide. Potency, µM (series often up to 57 µM), for the others: at the top dose activity change, negative = inhibition. 71,000 compounds, 0.44% hits; active = well fitted curve in either direction with a large enough effect; inconclusive = small, poorly fitted or top-dose-only effect, or another doubt; also: potency is read from the fitted curve at half-maximal effect; % is scaled to controls: 0 for no effect and ±100 for the full control effect; many of its hits are not listed in these tables
# * hit, by the source's call; ? = inconclusive; . = not tested or not shown; [ ] = remark or other dose. Unless noted, calls follow the shape of the dose curve; as a rule, active = well fitted curve in the direction sought with a large enough effect; inconclusive = small, poorly fitted or top-dose-only effect, or another doubt; inactive = no such curve, though single readings can be large; an effect the other way counts as inactive or inconclusive. The list is partial, so the mix of outcomes need not match the whole.
Structure | HADH2 inhib | HBB splicing | GFP derepression | FLuc inh | 15-hLO inh | ERK AVP block | CRE Fsk mod | Ub-GFP proteasome | Tau fil binding | DNA Pol III inh | Hsp90 Hop PPI
O=C(c1ccco1)N1CCN(C(=O)c2cnn3c2NC(c2cccs2)CC3C(F)(F)F)CC1 (centres undefined) | 6% | 6.2% | 0% | 2% | 3% | -21% | 9% | 8% | -4% | 0% | -5%
COc1cccc(C(=O)CSc2nnc(CNS(C)(=O)=O)n2-c2ccc(C)cc2)c1 | -17% | . | 0% | -1% | -15% | -8% | 6% | -2% | -2% | -4% | 2%
CCN1CCN(Cc2nc3c(c(=O)n(C)c(=O)n3C)n2CCc2ccccc2)CC1 | ? | -0.3% | . | 0% | 4% | . | ? | -7% | -3% | -3% | -2%
O=C(NCCCNC(=O)c1ccco1)c1ccco1 | 6% | 1.3%[9.22 µM] | 2% | -1% | 6% | 4% | 0% | -12% | 0% | -2% | -5%
Cc1nn2c3ccccc3nc2n(C)c1=O | 6% | 0.5%[0.369 µM] | 3% | 1% | 2% | -13% | -1% | . | -17% | 3% | 1%
NS(=O)(=O)c1ccc(CCNc2cc(=O)n(Cc3ccc(F)cc3)c(=O)[nH]2)cc1 | 6% | 1.2% | 0% | -1% | -23% | 22% | 14% | 18% | 13% | 1% | -7%
CC(=O)CC(=O)Nc1ccccc1NC(C)=O | -14% | 0.8% | 0% | 3% | 4% | 1% | -6% | 2% | 0% | -3% | -1%
COc1ccccc1C(c1nnnn1CCc1ccccc1)N1CCN(c2ccccc2)CC1 (centres undefined) | 9% | -3.3% | 0% | 3% | 0% | -29% | -8% | 2% | 0% | -6% | -3%
CCCN1C[C@H](CSC)C[C@H]2c3cccc4[nH]cc(c34)C[C@@H]21 | 44%[activator] | 1.2%[20.6 µM] | -2%[9.22 µM] | 0%[11.4 µM] | -3%[25.6 µM] | -5%[25.7 µM] | -23% | 0% | 89% | 0% | ?
O=C(Cn1c(NCCCO)nc2ccccc21)c1cccc(Br)c1 | 3% | -1.5% | -2% | 1% | -23% | -22% | ? | -4% | -16% | -3% | -8%
Cc1ccc(S(=O)(=O)/C=C\C#N)cc1 | -6% | . | -1% | -7% | -3%[25.6 µM] | 20µM* | ? | -1% | 35% | -13% | -3%
CC(C)N1CCC2(CC1)N=C(c1ccc3c(c1)OCO3)CC(c1cc(Cl)ccc1O)N2 (centres undefined) | -2% | -1.9% | 0% | -10% | ? | 21% | 13% | 6% | -21% | -2% | -9%
Cc1cc2c(N=O)c(NO)ccc2[nH]1 | -8% | 3.0%[0.369 µM] | ? | -4% | ? | ? | ? | -2% | ? | -8% | -25%
Cc1ccccc1C(=O)Nc1ccc(Br)c(C)n1 | -6% | -1.9% | 5% | -12% | -5% | ? | 5% | 8% | -2% | -10% | -1%
COCC(C)NC(=O)CCS(=O)(=O)c1nc(-c2ccc(OC)cc2)cc(C(F)(F)F)n1 (centres undefined) | 27% | . | 12% | 1% | -11% | 11% | ? | -4% | 11% | -3% | ?
CC(C)N(CCc1ccncc1)C(=O)Nc1ccc(Cl)c(Cl)c1 | 2% | -1.2% | 2% | 0% | -4% | -6% | -3% | 6% | 0% | 0% | 0%
NC(=O)c1cccc(S(=O)(=O)N2CCCCC2)c1 | -2% | 0.3% | -2% | -1% | -3% | -6% | 1% | 11% | -10% | 0% | -2%
Cc1nn(C(C)C(=O)N2CCc3ccccc3C2)c(=O)c2cc3occc3n12 (centres undefined) | -1% | -1.0% | 0% | 3% | 7% | 3% | -5% | -4% | 1% | -5% | -1%
COc1cc(C(=O)O)cc(Br)c1OC1CCCC1 | 3% | 0.0% | 0% | 0% | 17% | -23% | ? | 9% | 0% | -3% | -4%
CCOC(=O)CCNC(=O)Nc1ccc2nc(C)n(Cc3ccc(Cl)cc3)c(=O)c2c1 | 2% | -0.4%[57.5 µM] | 2% | 0% | -8% | ? | ? | 0% | -6% | 1% | 46%

# Reformatted with two lines to a compound: entries from further up.
# Values run as follows: HADH2 inhib	HBB splicing	GFP derepression	FLuc inh	15-hLO inh	ERK AVP block	CRE Fsk mod	Ub-GFP proteasome	Tau fil binding	DNA Pol III inh	Hsp90 Hop PPI
O=C(c1ccco1)N1CCN(C(=O)c2cnn3c2NC(c2cccs2)CC3C(F)(F)F)CC1 (centres undefined)
 : 6%	6.2%	0%	2%	3%	-21%	9%	8%	-4%	0%	-5%
COc1cccc(C(=O)CSc2nnc(CNS(C)(=O)=O)n2-c2ccc(C)cc2)c1
 : -17%	.	0%	-1%	-15%	-8%	6%	-2%	-2%	-4%	2%
CCN1CCN(Cc2nc3c(c(=O)n(C)c(=O)n3C)n2CCc2ccccc2)CC1
 : ?	-0.3%	.	0%	4%	.	?	-7%	-3%	-3%	-2%
O=C(NCCCNC(=O)c1ccco1)c1ccco1
 : 6%	1.3%[9.22 µM]	2%	-1%	6%	4%	0%	-12%	0%	-2%	-5%
Cc1nn2c3ccccc3nc2n(C)c1=O
 : 6%	0.5%[0.369 µM]	3%	1%	2%	-13%	-1%	.	-17%	3%	1%
NS(=O)(=O)c1ccc(CCNc2cc(=O)n(Cc3ccc(F)cc3)c(=O)[nH]2)cc1
 : 6%	1.2%	0%	-1%	-23%	22%	14%	18%	13%	1%	-7%
CC(=O)CC(=O)Nc1ccccc1NC(C)=O
 : -14%	0.8%	0%	3%	4%	1%	-6%	2%	0%	-3%	-1%
COc1ccccc1C(c1nnnn1CCc1ccccc1)N1CCN(c2ccccc2)CC1 (centres undefined)
 : 9%	-3.3%	0%	3%	0%	-29%	-8%	2%	0%	-6%	-3%

# Next part.
Structure | HADH2 inhib | HBB splicing | GFP derepression | FLuc inh | 15-hLO inh | ERK AVP block | CRE Fsk mod | Ub-GFP proteasome | Tau fil binding | DNA Pol III inh | Hsp90 Hop PPI
COc1ccc(Cc2nc(-c3ccc(Cl)cc3)no2)cc1 | -11% | 1.6% | 3% | -1% | ? | 231%[activator] | ? | 2% | -16% | 0% | 16%
COc1cc(C(=O)N2CCN(c3cccc(C)c3C)CC2)cc(OC)c1OC | -5% | -0.7% | . | 3% | -2% | . | 10µM* | -10% | 0% | -4% | -2%
CN(C(=O)c1ccc2c(c1)OCO2)C1(C(=O)NC2CCCCC2)CCCCC1 | 3% | -3.6% | 0% | 1% | 1% | 0% | ? | -9% | 0% | -2% | 0%
O=C(NCc1ccc2c(c1)OCO2)c1cccc(S(=O)(=O)N2CCCCC2)c1 | 5% | -2.6% | 3% | 1% | -5% | 2% | ? | 4% | -8% | -3% | 1%
CCCCOc1ccccc1C1C(C(N)=O)=C(C)Nc2nnnn21 (centres undefined) | 0% | 1.9% | 3% | 1% | 7% | -2% | ? | 3% | -9% | -4% | -5%
Fc1ccc(CSc2ncnc3c2oc2ccccc23)cc1 | -7% | -0.7% | -1% | -1% | -12% | 68%[activator] | 1µM* | -9% | -6% | 2% | 6%
CCCCC(=O)NC1(C(F)(F)F)C(=O)Nc2c1c(=O)n(C)c(=O)n2C (centres undefined) | -6% | -1.0%[57.5 µM] | 2% | 1% | 5% | -7% | 7% | -7% | -12% | -9% | -4%
CC(C)CCNC(=O)CN(C(=O)CCC(=O)Nc1ccccn1)c1ccc2c(c1)OCO2 | -3% | . | 0% | 3% | 10% | -25% | 10% | 3% | -8% | -2% | -2%
O=C(COC(=O)Cc1ccc(S(=O)(=O)N2CCCCC2)s1)Nc1ccc2c(c1)OCO2 | ? | -3.0% | -4% | 2% | -29% | -2% | -1% | 5% | -11% | -5% | -10%
CCc1ccc(CNCc2cccnc2)cc1 | -7% | -8.9% | 1% | -1% | 18% | -1% | 4% | -3% | -6% | -1% | -2%
